UBC13 polyUb: human UBC13 polyubiquitination inhibition | 330,000 tested, 0.47% active | P61088 | inhibition, % at 20 µM | UBC13 polyubiquitin chain formation, TR-FRET | AID 485273; in the data active = inhibition above about 45%, passing the limit was not always enough
Target sequence (P61088 whole entry, looked up): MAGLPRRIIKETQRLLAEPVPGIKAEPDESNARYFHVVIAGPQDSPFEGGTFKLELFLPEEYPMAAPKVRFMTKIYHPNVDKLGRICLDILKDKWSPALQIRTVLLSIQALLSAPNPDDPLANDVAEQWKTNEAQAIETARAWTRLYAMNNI
CCR6 antagonist: blocks CCL20-driven beta-arrestin recruitment at human CCR6; P51684; CHO-K1 CCR6 PathHunter beta-arrestin, luminescence, CCL20-stimulated; inhibition, % at 20 µM; 340,000 tested, 0.49% active;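 active = compounds whose inhibition of the agonist-driven luminescence signal at 20 µM reaches about 50%, limit read from the data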;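 also: cells stimulated with CCL20 at 14 nM final; plate controls were DMSO with CCL20 for no effect and DMSO without agonist for full effect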
ATG4B inh: ATG4B (human) cysteine protease inhibition. ATG4B cleavage of LC3-PLA2, NBD-HPC fluorescence, 1 h. inhibition, % at 8.33 µM. 340,000 tested, 0.51% active. AID 504462; in the data active = inhibition above about 40%
Target sequence (Q9Y4P1 whole entry, looked up): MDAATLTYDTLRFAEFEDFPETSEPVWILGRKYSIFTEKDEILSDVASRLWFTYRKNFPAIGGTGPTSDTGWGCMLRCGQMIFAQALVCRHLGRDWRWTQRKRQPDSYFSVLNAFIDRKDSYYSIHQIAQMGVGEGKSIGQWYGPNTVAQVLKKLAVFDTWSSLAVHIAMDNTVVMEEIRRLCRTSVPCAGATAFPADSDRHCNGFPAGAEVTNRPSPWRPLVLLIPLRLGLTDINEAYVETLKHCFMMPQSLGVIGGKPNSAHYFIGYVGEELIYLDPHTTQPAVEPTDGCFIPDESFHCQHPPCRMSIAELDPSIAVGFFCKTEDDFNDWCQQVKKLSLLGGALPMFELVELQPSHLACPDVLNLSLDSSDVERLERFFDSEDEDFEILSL
APJ ag: APJ receptor agonism; CHO-K1 APJ PathHunter beta-arrestin, luminescence; 0% DMSO wells, 100% apelin; activation, % at 20 µM; 330,000 tested, 0.11% active; AID 2520;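 active = activation more than six SD over the plate average, tested at 20 µM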;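 also: 0% = DMSO alone and 100% = apelin-13 at 10 nM; some results filed as inactive read as strong as hits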
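Test system – PathHunter CHO-K1 APJ (AGTRL-1) beta-arrestin reporter cells · Input – 1000 cells/well · Compound – single test compound dose, 20 µM final, 1% DMSO · Times – compound stimulation 90 min at 25 °C, detection 60 min · Technique – beta-gal luminescence · Read-out basis – APJ–arrestin association signal · Control set – negative DMSO alone, positive Apelin-13 at 10 nM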
EBI2 block: EBI2 (human) antagonism | P32249 | EBI2 beta-arrestin recruitment, luminescence, 7a,25-OHC stimulated | 360,000 tested, 0.81% active | AID 651636 | inhibition, % at 5 µM; in the data active = inhibition above about 38%;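 also: enzyme fragment complementation signal reports receptor beta-arrestin coupling in cells; 0% = agonist plus DMSO wells and 100% = wells without agonist; some results beyond the cut were filed as inactive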
Target sequence (P32249 whole entry, looked up, the tested form may be a part): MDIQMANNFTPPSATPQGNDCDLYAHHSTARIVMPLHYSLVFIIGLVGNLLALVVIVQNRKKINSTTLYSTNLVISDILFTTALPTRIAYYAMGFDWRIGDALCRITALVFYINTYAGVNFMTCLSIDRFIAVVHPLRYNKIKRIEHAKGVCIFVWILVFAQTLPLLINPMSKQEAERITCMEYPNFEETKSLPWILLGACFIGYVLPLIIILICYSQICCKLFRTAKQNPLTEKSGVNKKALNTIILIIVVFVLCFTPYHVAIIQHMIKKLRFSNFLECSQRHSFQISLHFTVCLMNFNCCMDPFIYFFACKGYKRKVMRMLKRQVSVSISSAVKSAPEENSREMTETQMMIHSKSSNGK
APJ antag: antagonists of human APJ apelin receptor | CHO-K1 APJ beta-arrestin complementation, luminescence | 330,000 tested, 0.32% active | inhibition, % at 20 µM | P35414 | AID 2521;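 active = inhibition above about 40% at 20 µM, limit read from the data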;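 also: cells challenged with 10 nM apelin-13 agonist together with compound; plate controls were apelin-13 plus DMSO wells for no effect and DMSO wells lacking apelin-13 for full effect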
CXCR6 block: CXCR6 (human) receptor inhibition. 360,000 tested, 0.36% active. O00574. AID 602244. CHO-K1 PathHunter CXCR6 beta-arrestin, luminescence. inhibition, % at 20 µM; in the data active = inhibition above about 34%, passing the limit was not always enough;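 also: antagonist mode with CXCL16 agonist at 10 nM final; 0% = 10 nM CXCL16 with DMSO and 100% = unstimulated wells without agonist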
Gli-Sufu antag: blocks Gli-Sufu signaling in a luciferase reporter; Sufu-KO-LIGHT fibroblasts, Gli luciferase reporter luminescence; inhibition, % at 5 µM; 340,000 tested, 0.74% active; AID 588413;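 active = inhibition above about 55%, limit read from the data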;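 also: 0% = DMSO-treated cells and 100% = wells with medium but no cells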
* marks the source's active call; other numbers are inactive results; . = no result given.

molecule	UBC13 polyUb	CCR6 antagonist	ATG4B inh	APJ ag	EBI2 block	APJ antag	CXCR6 block	Gli-Sufu antag
Cc1cc(C)cc(N2C(=O)CC(N3CCOCC3)C2=O)c1 (centres undefined)	-6	2	0	0	-3	10	1	-1
CN(C)S(=O)(=O)c1cccc(NC(=O)CCCSc2ccccc2)c1	2	9	-5	-2	6	-13	-14	-26
CSCCC(NC(=O)COc1ccccc1)C(=O)OCc1ccc(Cl)cc1 (centres undefined)	.	-15	-10	.	4	.	3	-1
Cn1nnnc1SCC(=O)Nc1ccc(Cl)c(S(=O)(=O)N2CCOCC2)c1	5	4	-7	-3	-15	-1	-9	5
CC1CCc2sc(C(=O)N/N=C/c3ccc(O)cc3)cc2C1 (centres undefined)	10	9	-18	-1	10	-8	-6	-49
Cn1c(N)c(C(=O)CSc2nn(-c3ccccc3)c(=S)s2)c(=O)n(C)c1=O	2	12	-18	1	4	-8	6	3
Cc1cc(=O)oc2c(CN3CCN(CCO)CC3)c(O)ccc12	12	1	-7	-5	1	-11	-5	-36
CN(C)c1ccc(CN(CC2CCCO2)C(=O)c2cc3ccccc3o2)cc1 (centres undefined)	-6	15	4	-1	3	-33	-4	6
CCc1cc(=O)[nH]c(SCc2ccc(C)cc2)n1	4	11	-2	0	-3	-9	0	21
Cc1cccc(C)c1NC(=O)C1(N(Cc2ccco2)C(=O)Cn2nnnc2N)CCCCC1	-10	11	-4	0	0	-24	5	6
CC1CCCCC1NC(=O)CN1CCC(NC(=O)c2ccc([N+](=O)[O-])cc2)CC1 (centres undefined)	7	-8	-5	0	-3	1	-1	27
Cc1cccn2c(=O)c3cc(C(=O)NCc4ccco4)c(=N)n(C4CCCC4)c3nc12	5	16	9	-4	16	13	18	24
COCCNC(=O)/C(C#N)=C/c1c(N2CCN(c3ccccc3)CC2)nc2ccccn2c1=O	1	-3	0	-2	5	10	2	-1
CCOc1ccc(S(=O)(=O)NCCC(=O)N2CCN(c3ccc(OC)cc3)CC2)cc1	5	1	-10	-2	2	8	5	15
CCOc1ccccc1OCCCC(=O)N1CCN(S(=O)(=O)c2ccc(C)cc2)CC1	-3	13	-14	-1	-5	-18	-2	7
O=C(CSc1nnc(-c2ccncc2)o1)N1CCCC1	-1	-1	-15	-1	-2	-3	-9	-5
CC1CN(C(=O)COC(=O)c2cc(S(N)(=O)=O)c(Cl)cc2Cl)CC(C)O1 (centres undefined)	1	9	-7	2	5	21	8	-12
CN(Cc1nnc(-c2ccc(F)cc2)o1)c1ccccc1	5	10	-5	-5	0	9	-4	8
COC(=O)C1CCN(C(c2cccs2)c2sc3nc(C)nn3c2O)CC1 (centres undefined)	-2	3	2	-2	2	5	5	-6
CSc1nn2c(C)c(C)c(C)nc2c1C#N	12	9	7	-2	1	6	9	.
Cn1c(=O)cc(NCc2ccccc2)[nH]c1=O	8	-6	6	3	-6	13	3	-10
CN(C)c1nc(Nc2ccccc2)nc(N(C)C)n1	-3	3	2	11	4	1	2	0
CCc1ccc(C(CC(=O)c2ccc(Cl)cc2)C(=O)O)cc1 (centres undefined)	-4	3	0	8	-20	-2	-10	10
C#CCOCCOCCOCCNc1nc(N2CCN(C(=O)CCCCCCCCCCNC(=O)[C@@H](CCC(=O)O)n3cc(CCCCCN)nn3)CC2)nc(N2CCN(C(=O)CCCCCCCCCCNC(=O)[C@H](CCCCN)n3cc(C[C@@H](C)CC)nn3)CC2)n1	120*	-1	24	-4	0	12	12	-11
O=C(NC1CCN(C(=O)N2CCOCC2)CC1)c1ccccc1	-4	2	-15	3	-1	9	2	-5
Cc1occc(=O)c1OCc1c(Cl)cccc1Cl	-1	10	5	2	-9	-10	-11	4
Cc1ccc(NC(=O)CSc2nccn2Cc2ccco2)cc1	-9	15	8	3	-2	1	-2	-47
Cc1c(C(=O)NC(C)c2ccncc2)oc2ccccc12 (centres undefined)	12	9	-7	-3	2	27	1	37
COc1cc(NC(=O)c2cc(Cl)ccc2Cl)ccc1-c1cc2ccccc2oc1=O	19	10	7	-6	-1	-7	10	-6
COc1ccc(CNC(=O)/C=C/c2ccc(OCCCF)cc2)cc1	6	-8	-4	-2	17	8	5	-24
O=c1[nH]cnc2c1ncn2-c1ccc(N(CCO)CCO)cc1	.	-2	3	.	-10	.	6	-15
Cc1cc(=O)[nH]c(-c2ccccc2)n1	-9	14	-8	0	3	-4	6	6
COc1ccc(-c2cc(C(=O)N3CCCCC3)c3ccccc3n2)cc1OC	0	-8	-5	-1	-2	4	-1	-21
COC(=O)c1cc(C(=O)N2CCN(c3ncccn3)CC2)cc([N+](=O)[O-])c1	4	-5	-9	-2	-2	16	-10	-8
COc1ccc(NCc2nnc(SCC(=O)Nc3nc(-c4ccccc4)cs3)n2-c2ccccc2)cc1	-15	1	-3	-2	38	2	-9	6
C/C(=N\Nc1nncc2ccccc12)c1cccc(OC(F)F)c1	-9	17	0	1	8	14	-16	4
CCOc1ccc(N/N=C(/C#N)C(N)=O)cc1	8	11	-3	-5	0	18	8	-9
O=[N+]([O-])c1c(O)c(Cl)cc(Cl)c1Cl (tested in a mixture with another compound)	.	26	7	.	1	.	14	5
CCc1ccc(CNC(=O)C2Cc3cc(S(=O)(=O)N4CCCC4)ccc3N2C(C)=O)cc1 (centres undefined)	-1	19	-1	5	-6	-20	-7	-4
C=CC[N+](C)(C)C/C(Cl)=C(\Cl)c1ccccc1	6	-16	-2	-1	-4	10	-7	8

Part of the list above, set out differently.
C=CC[N+](C)(C)C/C(Cl)=C(\Cl)c1ccccc1
  UBC13 polyUb: 6 | CCR6 antagonist: -16 | ATG4B inh: -2 | APJ ag: -1 | EBI2 block: -4 | APJ antag: 10 | CXCR6 block: -7 | Gli-Sufu antag: 8

COc1ccc(NCc2nnc(SCC(=O)Nc3nc(-c4ccccc4)cs3)n2-c2ccccc2)cc1
  UBC13 polyUb: -15 | CCR6 antagonist: 1 | ATG4B inh: -3 | APJ ag: -2 | EBI2 block: 38 | APJ antag: 2 | CXCR6 block: -9 | Gli-Sufu antag: 6

10 structures already listed, ordered by length of the SMILES, largest number first.
molecule	UBC13 polyUb	CCR6 antagonist	ATG4B inh	APJ ag	EBI2 block	APJ antag	CXCR6 block	Gli-Sufu antag
COc1ccc(NCc2nnc(SCC(=O)Nc3nc(-c4ccccc4)cs3)n2-c2ccccc2)cc1	-15	1	-3	-2	38	2	-9	6
COC(=O)c1cc(C(=O)N2CCN(c3ncccn3)CC2)cc([N+](=O)[O-])c1	4	-5	-9	-2	-2	16	-10	-8
COc1cc(NC(=O)c2cc(Cl)ccc2Cl)ccc1-c1cc2ccccc2oc1=O	19	10	7	-6	-1	-7	10	-6
COc1ccc(-c2cc(C(=O)N3CCCCC3)c3ccccc3n2)cc1OC	0	-8	-5	-1	-2	4	-1	-21
COc1ccc(CNC(=O)/C=C/c2ccc(OCCCF)cc2)cc1	6	-8	-4	-2	17	8	5	-24
O=c1[nH]cnc2c1ncn2-c1ccc(N(CCO)CCO)cc1	.	-2	3	.	-10	.	6	-15
C=CC[N+](C)(C)C/C(Cl)=C(\Cl)c1ccccc1	6	-16	-2	-1	-4	10	-7	8
Cc1c(C(=O)NC(C)c2ccncc2)oc2ccccc12 (centres undefined)	12	9	-7	-3	2	27	1	37
O=[N+]([O-])c1c(O)c(Cl)cc(Cl)c1Cl (tested in a mixture with another compound)	.	26	7	.	1	.	14	5
CCOc1ccc(N/N=C(/C#N)C(N)=O)cc1	8	11	-3	-5	0	18	8	-9

The list goes on:
molecule	UBC13 polyUb	CCR6 antagonist	ATG4B inh	APJ ag	EBI2 block	APJ antag	CXCR6 block	Gli-Sufu antag
COc1ccc(CC(=O)Nc2cccc(Cl)c2C)cc1S(=O)(=O)N1CCOCC1	-5	25	-2	-2	-4	-3	11	-10
CC(C)CC(NC(=O)CC12CC3CC(CC(C3)C1)C2)C(=O)NC1=NCCS1 (centres undefined)	0	3	-11	0	-7	-20	7	-2
CCOc1ccc(N(CC)C(=O)COc2cc(=O)n(C)c3ccccc23)cc1	-2	0	-8	-2	-1	3	-5	35
Cc1ccc(NC(=S)N2CCOCC2)cc1	8	9	-4	-3	2	12	-4	-5
O=C(CCSc1nnc(-c2ccco2)o1)N1CCOCC1	5	9	-6	-1	-2	12	-3	-17
CCCN(CCC)CCCNC(=O)CC(C(=O)N1CCc2ccccc21)n1ccnc1 (centres undefined)	6	-4	8	-2	-3	-28	1	.
Cc1[nH]c2ccccc2c1/C=N/Nc1ccc([N+](=O)[O-])cc1S(=O)(=O)Nc1ccc(Cl)cc1	-2	57*	-5	0	37	-12	42*	11
c1ccc(-c2nnc(N3CCOCC3)nc2-c2ccccc2)cc1	8	6	0	-3	4	19	5	4
COC(=O)CN(c1ccccc1)S(=O)(=O)c1ccc(F)cc1	-2	9	-6	-4	-1	-3	7	-2
Cc1cc(C)c(C#N)c(OCC(=O)c2ccccc2)n1	0	2	-3	4	1	5	-4	-11
CSCCC(NC(=O)c1ccc([N+](=O)[O-])cc1Cl)C(=O)OC(C)C(=O)NCc1ccco1 (centres undefined)	1	1	8	9	-6	-66	-8	-9
CCN1C(=O)[C@H]2[C@H]3CN=C(SCc4ccc(C#N)cc4)N3[C@@](C)(C(=O)OC)[C@H]2C1=O	.	14	0	.	-1	.	7	-3
COc1ccc(NC(=O)[C@@]2(CC(=O)O)CC(/C=C/c3ccccc3)=NO2)cc1	-6	6	2	-3	-1	1	1	43
CCOC(=O)c1cnc2cc(F)c(F)cc2c1N1CCN(C)CC1	3	.	.	-4	0	12	-2	.
C=CC[C@H](CC(=O)N(CCO)Cc1ccccc1)C(=O)N[C@@H](COC(=O)[C@H](CC=C)CC(=O)OC(C)(C)C)Cc1c[nH]c2ccccc12	13	15	5	-4	-9	4	17	13
CCN1CCN(CCCOc2ccc(Cl)cc2Br)CC1	-3	3	-1	-1	-2	-17	-4	27
CC(C)(C)c1ccc(/C=C(\C#N)C(=O)NC2CC2)cc1	-1	1	-7	1	1	2	7	9
Cn1c(SCC(=O)NC2CCCCC2)nnc1-c1cc2cc(Cl)ccc2o1	-7	8	12	1	12	-12	1	-46
O=S1(=O)N=C(N(CCO)/N=C/c2ccncc2)c2ccccc21	-4	3	-1	-1	-14	-4	3	-1
